Source: PubChem (several laboratories)
FLuc act counter: firefly luciferase counter-screen for stimulation assays; P08659; ATPlite luciferase biochemical, luminescence, 10 min; 0 = ATP-free wells, 1 = DMSO control; activation factor at 10 µM; 200,000 tested, under 10 active; AID 1027;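 active = luciferase activation factor, scaled between plate controls, of at least 2 with compound at 10 µM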
Target sequence (P08659 whole entry, looked up): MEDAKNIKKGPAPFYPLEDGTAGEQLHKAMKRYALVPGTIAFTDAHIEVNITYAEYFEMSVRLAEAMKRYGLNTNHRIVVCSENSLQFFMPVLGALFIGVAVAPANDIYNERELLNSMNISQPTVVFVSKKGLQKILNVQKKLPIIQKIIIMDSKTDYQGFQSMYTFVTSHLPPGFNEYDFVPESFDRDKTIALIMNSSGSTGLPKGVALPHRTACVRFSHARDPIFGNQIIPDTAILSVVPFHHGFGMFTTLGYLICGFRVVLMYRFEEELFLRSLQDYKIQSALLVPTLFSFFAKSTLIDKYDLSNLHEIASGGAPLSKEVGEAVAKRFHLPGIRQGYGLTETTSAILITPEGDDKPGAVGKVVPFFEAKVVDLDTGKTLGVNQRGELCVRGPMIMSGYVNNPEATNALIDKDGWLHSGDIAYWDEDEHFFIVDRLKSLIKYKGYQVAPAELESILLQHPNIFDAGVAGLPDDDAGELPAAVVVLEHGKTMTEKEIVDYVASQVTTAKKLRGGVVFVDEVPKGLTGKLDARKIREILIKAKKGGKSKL
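test system = cell-free luciferase reagent | medium = PBS as buffer for the ATP substrate | dosing = test compounds dosed from 2 mM stocks in 100% DMSO | incubation = 10 min at ambient temperature | detection = luminescence measurement of luciferase light output | benchmarks = low control with PBS replacing ATP, high control enzyme plus ATP without compound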
STAT1 inh: STAT1 signaling inhibition | NIH 3T3 STAT1-luciferase reporter, IFN-gamma, luminescence | inhibition, % at 5.5 µM | 0.35% of 200,000 active | AID 920;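 active = inhibition above a set limit, the mean inhibition across all tested compounds plus 3 SD, cut at about 34% in these data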;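 also: 0% = IFN-gamma with DMSO and 100% = IFN-gamma with 300 µM nifuroxazide; values of inactives mirror those of a sister screen read the other way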
STAT1 act: STAT1 signaling activation. activation (% of control), % at 5.5 µM. NIH 3T3 STAT1-luciferase reporter, IFN-gamma, luminescence; 100% = IFN-gamma alone, no compound. 2.6% of 200,000 active;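 active = activation above the screen-wide mean activation plus 3 SD, cut at about 130% in these data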;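 also: raw ratio to IFN-gamma control signal so 100% means no change and 0% no light; values of inactives mirror those of a sister screen read the other way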
NF-kB neuron act: NF-kB expression increase, human neuronal cells; NF-kB reporter expression; active compounds read high; fold change at 12.5 µM; 1.6% of 190,000 active; in the data active = fold change above about 3.3
APP 5'UTR act: activates APP 5'UTR luciferase reporter; SH-SY5Y APP 5'UTR luciferase reporter, luminescence; zero percent = DMSO vehicle wells; activation, % at 2 µM; 1% of 190,000 active;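 active = activation above a set limit, based on mean plus 3 SD of controls, cut at about 140% in these data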; also: values of inactives mirror those of a sister screen read the other way
APP transl inh: APP translation inhibition; AID 1285; 0.82% of 190,000 active; SH-SY5Y APP 5'UTR-luciferase reporter, luminescence; inhibition, % at 2 µM;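 active = inhibition above a set limit, derived from the sample mean plus 3 SD, cut at about 45% in these data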; also: values of inactives mirror those of a sister screen read the other way
ROMK primary: human ROMK K+ channel modulation, primary screen; P48048; B-score at 10 µM; 2% of 130,000 active; AID 1918; Tet-inducible ROMK, thallium flux fluorescence; actives lie on both sides;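 active = signal ratio slope over the read window, or its plate-corrected B-score, at least 3 SD from the plate mean, either direction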;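 also: B-score of the F/F0 ratio slope over 7 to 12 s after thallium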
Target sequence (P48048 whole entry, looked up): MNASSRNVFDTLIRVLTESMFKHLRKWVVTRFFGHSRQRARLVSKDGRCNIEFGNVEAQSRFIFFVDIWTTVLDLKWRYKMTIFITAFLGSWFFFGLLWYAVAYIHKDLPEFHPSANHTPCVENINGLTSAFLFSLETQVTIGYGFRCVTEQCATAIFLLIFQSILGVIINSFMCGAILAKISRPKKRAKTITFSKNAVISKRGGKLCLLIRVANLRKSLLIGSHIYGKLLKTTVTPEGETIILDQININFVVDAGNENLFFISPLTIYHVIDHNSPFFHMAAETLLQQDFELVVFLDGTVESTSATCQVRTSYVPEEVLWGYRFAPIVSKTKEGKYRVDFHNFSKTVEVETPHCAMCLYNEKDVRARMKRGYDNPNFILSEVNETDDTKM
FLuc inh counter: counter-screen for luciferase assay inhibitors: firefly luciferase inhibition | P08659 | inhibition, % at 10 µM | ATPLite firefly luciferase biochemical luminescence, 10 min | 1.5% of 200,000 active;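 active = inhibition above about 50% when tested at 10 µM, limit read from the data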
STAT3 inh: reduces IL-6 driven STAT3 reporter signal. U3A cells, IL-6 STAT3-luciferase reporter, luminescence; host cell line lacks STAT1. 0.89% of 190,000 active. AID 862. inhibition, % at 5.5 µM;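 active = inhibition above the mean inhibition across all screened compounds plus 3 SD, cut at about 44% in these data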;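 also: 0% = DMSO only wells and 100% = 100 µM nifuroxazide control wells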
STAT3 activator: increases IL-6 driven STAT3 reporter signal | 0.91% of 190,000 active | activation (% of control), % at 5.6 µM | U3A cells, IL-6 STAT3-luciferase reporter, luminescence; 100% = signal with IL-6 EC80 alone;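 active = activation above the screen-wide mean of compound activation plus 3 SD, cut at about 130% in these data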;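 also: 0% = background luminescence of wells with medium and substrate only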
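Material: STAT1-lacking human U3A cells, STAT3 luciferase reporter | Benchmarks: IL-6-only wells as 100% reference | Probe or stimulus: IL-6 (33 ng/mL) | Timing: Compound 1 h, then IL-6 6 h at 37 °C | Detection: Luminescence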
* = called active by the depositor; / = not tested or not shown. No enrichment for hits (roughly 7.1% active in at least one column).

Compound	ROMK primary	APP 5'UTR act	APP transl inh	STAT1 act	STAT3 activator	FLuc act counter	STAT3 inh	STAT1 inh	NF-kB neuron act	FLuc inh counter
O=C1CCN(C(=O)Nc2cccc(Cl)c2)N1	/	11	-11	98	102	1	4	2	1.2	-1
CCCOc1ccc(N2C(=O)CC(SC(=N)N3N=C(c4ccccc4)CC3c3ccccc3)C2=O)cc1 (stereo unspecified)	0.75	-4	4	102	107	1	-7	-4	1.2	-2
COc1ccc(-n2c(=O)c3c4c(sc3n(Cc3cccc(F)c3)c2=O)CN(C(C)=O)CC4)c(OC)c1	-0.77	6	-6	88	100	1	2	11	1.2	-5
CCn1ncc(/C=C/C(=O)c2ccccc2)c1C	0.38	198*	-198	133*	113	0.2	-17	-35	2.1	82*
O=C(CSc1nnc(-c2ccc(F)cc2)n1-c1ccccc1)NCCN1C(=O)CSC1=O	-0.22	27	-27	104	100	1	2	-5	1.3	-3
CC1C(=O)NN=C1C(=O)N/N=C/c1ccco1 (stereo unspecified)	0.29	-72	72*	91	100	1	2	9	1.2	0
CCC(=O)NC(c1ccc(OC)c(OC)c1)c1cc(Cl)c2cccnc2c1O (stereo unspecified)	0.56	-62	62*	101	101	1	6	-3	1.1	0
Nc1ccc2nc(-c3ccccc3)[nH]c2c1	/	57	-57	131*	109	0.4	-9	-34	1.2	57*
Cc1cc(N2CCCC(C(=O)Nc3ccc4c(c3)CCC4)C2)n2ncnc2n1 (stereo unspecified)	-1.7	2	-2	86	92	1	12	15	0.76	-4
CC(=C/c1ccc(C(C)C)cc1)/C=N/NC(=O)Cn1nc(C)cc1C	-0.27	0	0	105	106	1	-7	-6	1.1	-2
Cn1c(-c2ccccn2)[n+](C)c2ccccc21	/	1	-1	102	105	1	-5	-3	0.94	1
O=C1CC(C(=O)Nc2ccc(C(=O)O)cc2)C(c2ccccc2)O1 (stereo unspecified)	/	4	-4	102	106	1.1	-7	-2	0.93	-8
O=C(CCc1ccccc1)NNC(=O)Cc1ccccc1	-0.49	26	-26	96	98	1.1	7	3	1.3	-9
CC1(c2ccc(Cl)c(Cl)c2)NC(=S)N2C1NC(=S)N2c1ccccc1 (stereo unspecified)	/	22	-22	96	130	1	-34	4	1.1	-3
O=C(Nc1cccc(Cl)c1)Nc1ccc2c(c1)OCO2	/	93	-93	123	107	0.9	-3	-25	2.2	13
Cc1cc(-c2ccccc2)nc(N(C)NC(=O)c2ccc(Cl)cc2)c1S(C)(=O)=O	-0.74	-13	13	91	88	1	19	10	1.2	-4
COc1cccc(-c2cc(C(=O)N3N=C(C)CC3(O)C(F)F)c3ccccc3n2)c1 (stereo unspecified)	-0.62	10	-10	99	121	1	-17	-1	1	-2
O=C(Nc1ccccc1C(=O)NCc1ccco1)NC1CCCCC1	-0.26	5	-5	102	102	1	5	-2	1.2	3
COc1ccc(/C=C(\NC(=O)c2ccccc2)C(=O)OC[C@@H]2CCC[N+]3(C)CCCCC23)cc1OC (stereo partly specified)	0.12	21	-21	98	97	1.1	13	0	1.3	-8
Cc1ccc(C(=O)OCc2ccc3c(c2)OCO3)cc1S(=O)(=O)N1CCCCC1	-1.8	6	-6	97	102	1	-2	3	0.94	-4
C/C(CC(=O)NCc1ccco1)=N\NC(=O)Cc1ccc(Cl)cc1	/	-8	8	95	126	1.1	-27	6	1.3	-5
COc1ccccc1/C=C1\SC(=S)N(N2C(=O)CCCC2=O)C1=O	0.039	11	-11	87	102	1	7	15	0.82	-5
O=C(CCc1ccccc1)N1CCN(c2ccc([N+](=O)[O-])cc2)CC1	-3.6*	-2	2	98	94	1	12	2	1	1
COc1cc(C(=O)Nc2cc(C(F)(F)F)ccc2Cl)cc(OC)c1OC	0.17	6	-6	92	81	1.1	30	9	0.89	-8
COc1ccc(CNC(=O)C/C(C)=N/NC(=O)c2cnccn2)cc1	-0.73	13	-13	106	101	1	5	-6	1.1	-4
O=C1C2CC=C(Cl)CC2C(=O)N1CCC[n+]1cccc2ccccc21 (stereo unspecified)	0.32	-9	9	104	103	1.1	-3	-4	1.1	-6
Cc1[nH]c2ccccc2c1-c1csc(NC(=O)CSCCO)n1	0	-6	6	92	94	1	15	9	1.3	3
CC1CCCN(Cc2cnc(Cl)s2)C1 (stereo unspecified)	/	9	-9	102	108	1	-4	-3	1.3	-2
COC(=O)C(O)(CC(=O)Nc1ccc(C)c(F)c1)C(F)(F)F (stereo unspecified)	/	-5	5	102	101	1.1	3	-2	1.3	-7
CCN(Cc1ccccc1)C(=O)C(C)OC(=O)c1cc(S(=O)(=O)Nc2c(C)n(C)n(-c3ccccc3)c2=O)ccc1C (stereo unspecified)	/	6	-6	95	102	1	0	4	1.4	-5
Cc1nc2ccccc2n1C1CCN(C(=O)Nc2ccccc2)CC1	-1	10	-10	95	107	1	-5	6	1	-5
O=c1cc(CN2CCN(c3ccc(F)cc3)CC2)nc2sccn12	/	-4	4	109	106	1.1	0	-9	0.88	-8
O=C(N/N=C/C(Cl)=C/c1ccccc1)c1cnccn1	/	8	-8	121	103	0.4	0	-22	1.3	56*
CC(C)(C)C(=O)Cn1c(=N)n(Cc2ccccc2)c2ccccc21	/	-8	8	96	100	1	6	3	1.1	-4
Cc1cc(C)c(NC(=O)C2CCCN2C(=O)NC2CCCCC2)c(C)c1 (stereo unspecified)	/	7	-7	102	106	1	-3	-2	1.2	-4
O=C1CCCN1CCCNC(=S)Nc1ccccc1Cl	-0.23	33	-33	104	95	1.1	10	-4	1.2	-5
Cc1c(-c2nc(N)nc(Nc3ccccc3)n2)oc2ccccc12	/	154*	-154	164*	106	1	-1	-71	3	-4
O=c1cc(Cl)c(-c2ccccc2)n[nH]1	/	-23	24	99	100	1.1	1	0	1.4	-7
CC(=O)OCn1nnc2ccccc2c1=O	0.32	45	-45	104	94	1	10	-1	1.4	0
O=C(Nc1cccc(C(F)(F)F)c1)Nc1ccc(N2CCCC2)c(S(=O)(=O)Nc2ccccc2Cl)c1	0.086	11	-11	101	110	1	-15	-1	0.62	-4
CC(=O)c1c(N2CCN(c3ccc(F)cc3)CC2)nc(=S)n(-c2ccccc2)c1C	-0.017	3	-3	104	108	1.1	-4	-5	0.9	-8
CN(Cc1ccccn1)Cc1cn(Cc2ccccc2)nc1-c1ccc2c(c1)OCO2	-2.2	1	-2	92	107	1	-4	7	0.98	-1
Cc1csc(SC(C)C(=O)Nc2ccc3c(c2)OCCO3)n1 (stereo unspecified)	/	9	-8	103	100	0.9	2	-5	1.3	15
CCCCn1c(=O)[nH]c(=O)c2c1nc(-c1ccc(C(F)(F)F)cc1)n2C	-0.38	12	-12	102	99	1	4	-3	1.2	-4
CCC(C)OC(=O)C[N+](C)(C)CCOC1CC2CCC1(C)C2(C)C (stereo unspecified)	-1.2	2	-2	89	93	1	12	12	1.1	5
CC1CCN(C(=S)NC(=O)c2cccs2)CC1	/	17	-17	103	101	1	2	-5	0.95	-3
Cc1cc(NC(=O)Cc2c(F)cccc2Cl)no1	/	-2	2	101	101	1	2	-1	1.1	-2
CCC(O)CNC(=O)CCc1nnc(C2(c3ccc(Cl)cc3)CCC2)o1 (stereo unspecified)	0.53	5	-5	104	106	1.1	-2	-6	1.3	-5
Cn1nnnc1SCCNCc1ccccc1OCc1ccccc1Cl	-3.3	6	-6	80	96	1.1	12	19	2.5	-6
Oc1cccc(C=NCc2ccccc2)c1	0.96	2	-2	99	102	1	2	1	1.4	-2

Just NF-kB neuron act and APP 5'UTR act, for some of the entries so far:
SMILES	NF-kB neuron act	APP 5'UTR act
CCCCn1c(=O)[nH]c(=O)c2c1nc(-c1ccc(C(F)(F)F)cc1)n2C	1.2	12
CCC(C)OC(=O)C[N+](C)(C)CCOC1CC2CCC1(C)C2(C)C (stereo unspecified)	1.1	2
CC1CCN(C(=S)NC(=O)c2cccs2)CC1	0.95	17

Next section
Compound	ROMK primary	APP 5'UTR act	APP transl inh	STAT1 act	STAT3 activator	FLuc act counter	STAT3 inh	STAT1 inh	NF-kB neuron act	FLuc inh counter
Cc1cc(C)c(C(=O)O)c(Cl)n1	-0.076	24	-24	101	101	1	2	0	1.2	-1
Fc1ccc(NCc2cccnc2)cc1	0.49	11	-11	103	92	1.1	9	-3	0.9	-6
O=C(CC(Nc1ccccc1Cl)C(=O)O)c1ccccc1 (stereo unspecified)	0.94	172*	-172	127	49	0.8	62*	-31	0.61	19
COc1ccc(/C=N\NC(=O)/C(=C\Nc2nccc(C)n2)NC(=O)c2ccccc2)cc1	0.18	-7	7	86	94	0.9	7	17	0.72	12
CCN(CC)c1ccc(N/C(N)=N/c2nc(C(F)(F)F)cc(=O)[nH]2)cc1	-0.1	-9	8	104	105	1	2	-5	0.98	-2
Cc1ccc(S(=O)(=O)Nc2cc(C)c(O)c(S(=O)(=O)c3ccc(C)cc3)c2)cc1	/	3	-3	102	97	1	8	-2	0.89	1
O=[N+]([O-])c1cc(S(=O)(=O)CCCN2CCOCC2)ccc1F	-0.2	-6	6	93	105	1	4	7	0.64	-4
Cc1ccc(-c2cn3c(=O)cc(C)[nH]c3n2)cc1	/	53	-53	119	79	0.1	29	-21	2.9	88*
Cn1c(SCc2cccc(F)c2)nnc1-c1ccccn1	/	41	-41	122	92	1.1	13	-24	1.9	-6
Cc1ccc(C(=O)C2(C)C3c4cc(Br)ccc4OC(=O)C32C(=O)c2ccco2)cc1 (stereo unspecified)	/	-5	5	98	96	1.1	9	2	0.95	-7
O=c1[nH]c(CSc2nnc(-c3ccncc3)n2Cc2ccco2)nc2ccccc12	/	1	-1	101	105	1	-1	-1	1.2	-4
Cc1ccc(-c2nnc(Nc3ccc4c(c3)OCO4)c3ccccc23)cc1S(=O)(=O)NCCO	-0.52	12	-12	104	102	1	-6	-4	0.73	-4
O=[N+]([O-])c1ccc(C(=S)N2CCN(c3ccc(F)cc3)CC2)cc1	-0.0079	22	-22	91	104	1.1	3	9	0.71	-9
NC(=NCCc1ccc(Cl)cc1)NS(=O)(=O)c1ccc(F)cc1	-1.8	6	-6	89	76	1	31	12	0.98	-4
COc1cc(CNn2cn[nH]c2=S)cc(Br)c1OCc1ccccc1F	0.94	2	-2	102	89	1.1	20	-5	1.2	-7
CC1(C)CC(N2CCN(c3ccccc3)CC2)=CC(=[N+]2CCCC2)C1	/	9	-9	79	37	1.1	80*	24	0.52	-9
CCCc1[nH]n(-c2nc3ccccc3s2)c(=O)c1C=NCCN1CCOCC1	1.8	0	0	120	118	1	-16	-22	1.5	-3
O=C(CN1CCN(Cc2ccccc2)C1=O)NCc1ccc(Cl)cc1	-0.19	9	-9	101	110	1	-11	-1	0.98	-4
